# Compound activity: PubChem, several laboratories
# K1F lysis inhibition: protection from phage-mediated lysis, alamar blue read-out – E. coli UTI89, K1F phage, bacterial capsule biogenesis inhibitors (AID 488966); E. coli UTI89 K1F phage lysis, alamar blue, 2 h; higher % means a stronger effect; inhibition, % at 100 µM; hits with a dose series show IC50 in µM; actives 0.02% (n = 340,000);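 active means phage lysis inhibition, versus mean bacterial control, above a set limit; inconclusive means no clear call, values can overlap the other calls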;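 further: capsule biogenesis inhibitors block K1F phage lysis so surviving cells raise fluorescence; higher fluorescence means more inhibition of phage lysis; actives were called in the ten point dose series up to 300 µM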
# ER stress rescue: rescue of cells from ER stress-induced death, primary screen, 384-well, CSM14.1, thapsigargin, ATP luminescence (AID 1222). CSM14.1 thapsigargin-induced death rescue, ATP luminescence; higher % means a stronger effect. one-dose cellular ATP content (survival), % at 20 µM; EC50 in µM for titrated hits. 190,000 tested, under 10 active;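 active means EC50 below 50 µM in the dose-response confirmation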;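 further: death triggered by thapsigargin at about 15 µM added after 2 h compound pretreatment; cell ATP read after overnight thapsigargin exposure of roughly 18 to 22 hours; normalized against plate controls of thapsigargin alone and 5% DMSO vehicle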
# Myeloid diff MLP: promotes myeloid progenitor differentiation; ER-HoxA9 myeloid progenitors, lysozyme-GFP differentiation, flow cytometry; AID 624256; calls only at 10 µM; actives 1% (n = 360,000);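 active means normalized GFP-positive differentiation at or above the plate's own cutoff, the solvent-only control mean plus 3 SD; inconclusive means no clear call, values can overlap the other calls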;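 further: cells exposed to compound for four days before flow analysis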
# P. falciparum M1AAP: P. falciparum M1AAP inhibitors, biochemical, fluorogenic H-Leu-NHMec substrate, 1536-well (AID 1445); recombinant M1AAP, H-Leu-NHMec fluorogenic kinetic assay; higher % means a stronger effect; inhibition, % at 30 µM; hits with a dose series show IC50 in µM; actives 0.42% (n = 220,000);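 active means primary inhibition above the hit cutoff, then over 50% inhibition at one or more dose response concentrations, cut at about 23% in these data, passing the limit was not always enough; inconclusive means conflicting primary data, or primary hits not chosen for dose response; inactive means low primary inhibition, or under 50% at every dose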;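 further: plate controls were DMSO full reaction for no effect and no enzyme background for full effect; strong numbers were not always called active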
# TNAP activation fold: stimulation of alkaline phosphatase TNAP activity – biochemical, luminescent, no phosphate acceptor, uHTS, primary screen (AID 1001); activation fold at 20 µM, or EC50 in µM where a hit was titrated; actives 0.03% (n = 200,000); purified TNAP, luminescent activation assay, no phosphate acceptor; higher activation fold means a stronger effect; in the data active means activation fold from about 3, or a potency from the dose series; inactive means the rest, 99 in 100 with activation fold below about 1.6; further: many of its hits are not listed in these tables
# Hep lipid drop: modulators of hepatic lipid droplet formation | AML12 mouse hepatocytes, oleate lipid droplets, BODIPY imaging | inhibition, % at 6.5 µM | actives 0.4% (n = 240,000) | AID 1656;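 active means lipid droplet intensity inhibited by at least 50%, with more than 500 cells counted; inconclusive means wells with under 300 cells, treated as cytotoxic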
#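 Material – AML12 mouse liver cells · Also added – oleate loading, 100 µM · Compound dosing – 6.5 µM single-point dosing · Times – overnight treatment with compound plus oleate · Measured by – fluorescence imaging, 20x objective, two fields per well · Read-out – percent inhibition of filter-corrected integrated lipid droplet intensity per well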
# human PMI inhibitors: MPI inhibition at elevated mannose 6-phosphate – biochemical, fluorescence intensity, high mannose 6-phosphate, primary screen (AID 1220) | recombinant PMI enzyme, coupled fluorescence intensity; higher % means a stronger effect | one-dose inhibition, % at 20 µM; IC50 in µM for titrated hits | actives 0.66% (n = 190,000)
# WT yeast gro inh: growth inhibition of WT yeast, mitochondrial fusion screen | mitochondrial fusion phenotypic screen, WT strain | inhibition, % at 10 µM | actives 2.1% (n = 190,000) | AID 1362; in the data active means inhibition above about 58%; tested in S. cerevisiae
# PMI inhibitors: MPI enzyme activity inhibition – biochemical, fluorescence intensity, coupled assay, primary screen (AID 1209) | purified PMI enzyme, coupled fluorescence intensity; higher % means a stronger effect | inhibition, % at 20 µM, or IC50 in µM where a hit was titrated | actives 0.42% (n = 190,000);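 further: plate controls were DMSO vehicle for no effect and wells lacking substrate for full effect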
# WT yeast gro inh mutant strain: second read-out of WT yeast gro inh, no call of its own (marks repeat the call); inhibition, %; mitochondrial fusion phenotypic screen, mutant strain inhibition
# Hep lipid drop cells 6.5 µM: further read-out of Hep lipid drop, marked with its call; cell count; measured here: cell count, cytotoxicity flag;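 cells counted across two imaged fields per well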
# Myeloid diff MLP GFP+ MAC1+ %: also measured in Myeloid diff MLP; calls as there; GFP+ MAC1+ double positive, %; measured here: differentiation confirmed by MAC1 staining
# Numbers without * were called inactive; i = inactive; ? = inconclusive; . = not tested or not shown; + = active, no number; [ ] = another dose, or the depositor's remark. Unless noted, no stated cut-off is given here; in the data, active means inhibition above about 50%; inactive means the rest. Rows are unselected. About 4.6% of those tested had a hit in this group.
SMILES	K1F lysis inhibition	ER stress rescue	Myeloid diff MLP	Myeloid diff MLP GFP+ MAC1+ %	P. falciparum M1AAP	TNAP activation fold	Hep lipid drop	Hep lipid drop cells 6.5 µM	human PMI inhibitors	WT yeast gro inh	WT yeast gro inh mutant strain	PMI inhibitors
CCOC(=O)c1ccc(CSc2ncn[nH]2)o1	-0.1%	1.0%	i	1.8	-2%	0.9	7	732	6%	4	16	7%
CC(=O)c1cnc2cc(-c3ccc(Cl)cc3)nn2c1C	0.3%	-1.5%	i	0.5	10%	1	26	791	2%	-8	7	-2%
CC(C)N(C(=O)c1ccccc1-c1ccccc1)C(C)C	1.3%	2.4%	i	0.7	6%	1.1	-11	722	3%	8	-1	8%
CCN(CC(=O)NCc1ccc(Cl)cc1)S(=O)(=O)c1ccc(NC(C)=O)cc1	-0.9%[50 µM]	-1.2%	i	0.3	10%	1	-18	654	-10%	6	5	-9%
COc1ccc(-c2cc3ccccc3n2CC(O)CN2CCC(C)CC2)cc1 (stereo unspecified)	7.5%	2.4%	i	5.6	1%	1.2	3	662	14%	3	11	10%
COc1ccc(C2CC(c3cccs3)=NN2C(=O)c2ccc(Br)o2)cc1 (stereo unspecified)	2.5%	-8.3%	i	0.5	1%	1.1	83*	730*	-3%	64*	41*	-6%
O=C(CCCCCn1c(=S)[nH]c2ccc(N3CCOCC3)cc2c1=O)NCc1ccccc1Cl	0.0%	1.4%	i	0.3	3%	1.2	17	662	15%	-13	3	5%
O=c1c(Cc2ccccc2)c(O)c2cccc3c4c(n1c23)CCCC4	-1.5%	.	i	0.9	5%	.	-2	679	.	.	.	.
O=C(CNC(=O)c1ccco1)OCc1cccc(Cl)c1	-0.3%	0.7%	i	1.0	4%	1.1	.	.	2%	14	-14	-2%
Cc1cc(NC(=O)/C=C/c2ccccc2Cl)no1	2.2%	-1.9%	i	1.1	2%	1	1	617	-10%	-3	9	-8%
C=CCc1ccc(OCCCCCN2CCOCC2)c(OC)c1	-0.3%	0.0%	i	0.8	6%	1.1	.	.	6%	20	34	7%
O=c1c2ccccc2c(C=Nc2cccc(S(=O)(=O)NC3=NCCCCC3)c2)c(O)n1Cc1ccccc1	-0.7%[50 µM]	.	i	1.0	3%	.	-16	638	.	.	.	.
CN1c2ccccc2C(O)=C(C(=S)Nc2ccccc2)S1(=O)=O	-0.3%	-1.4%	i	1.2	5%	1	24	694	-14%	-19	-13	-6%
N=C(N)c1ccc(/C=C/c2ccc(C(=N)N)cc2O)cc1	11µM*	.	i	0.3	17%	.	1	734	.	.	.	.
Cc1cc(C)c2sc(NC(=O)CN3C(=O)CCC3=O)nc2c1	2.0%[50 µM]	.	i	0.7	4%	.	2	717	.	.	.	.
CC(=O)Nc1ccc(N(C(=O)CNC(=O)c2ccco2)C(C(=O)NCc2ccco2)c2ccccc2F)cc1 (stereo unspecified)	0.0%	0.2%	i	0.6	0%	1	2	733	60%*	-7	-8	21%
CCCOc1ccc(C(=O)CCN2CCN(C(=O)OCC)CC2)cc1	0.1%	-2.0%	i	0.5	2%	1.1	-10	730	-12%	-2	11	-7%
CCOC(=O)c1c(NC(=O)C2CCN(S(=O)(=O)c3cccs3)CC2)sc(C)c1C	0.9%	-0.9%	i	0.1	2%	1.1	7	707	13%	75*	12*	16%
Cc1cc(/C=N/NC(=O)C(O)(c2ccccc2)c2ccccc2)c(C)n1-c1cccc(C(=O)O)c1	0.0%	.	i	0.4	13%	.	-26	598	.	.	.	.
Cc1cc(F)ccc1S(=O)(=O)Nc1ncnc2scc(-c3ccc(F)cc3)c12	1.2%	-5.1%	i	0.3	?	1.1	-1	597	-6%	4	-2	-5%
COc1ccc(COC(=O)Nc2cc3c(C(F)(F)F)nn(C)c3s2)cc1	0.8%	-2.7%	i	0.5	1%	1.1	.	.	-4%	14	26	9%
Cc1cc(/C=N/N2CCN(C)CC2)c(C)n1-c1ccc(Cl)cc1	0.4%[50 µM]	.	i	0.1	4%	.	-11	691	.	.	.	.
CCCCSc1nc2c(c(=O)n1CC)SC(C)C2 (stereo unspecified)	-1.0%	-2.7%	i	8.5	8%	1.1	-5	697	16%	14	4	21%
Cc1cc(C)cc(OCc2nc(-c3cccnc3)no2)c1	0.2%	1.5%	+	4.0*	1%	1.1	5	671	.	9	-10	.
O=C(NC1CC1)C1CCN(Cc2cnn(-c3ccccc3)c2-n2cccc2)CC1	0.1%	-0.5%	+	2.7*	5%	1.1	2	723	8%	3	-11	8%
Cc1csc(NC(=O)Cc2ccccc2[N+](=O)[O-])n1	2.6%	8.6%	i	0.7	4%	1.1	-13	766	-8%	8	5	-13%
Cn1cc(Br)c(-c2cccc(N3C(=O)CCCC3=O)c2)n1	0.4%	.	i	0.6	-3%	.	3	801	.	.	.	.
FC(F)(F)c1nc(N2CCN(c3ccccc3)CC2)nc2c1CCCCC2	0.2%	.	i	0.3	-6%	1.1	2	683	13%	16	3	12%
O=[N+]([O-])c1ccc2nc(SCc3cn4cc(Cl)ccc4n3)[nH]c2c1	1.8%[50 µM]	-2.4%	i	0.1	15%	1.8	-15	542	2%	3	1	12%
CC1CC(C)CN(C(=O)CSc2nnc(-c3ccc(Cl)s3)o2)C1 (stereo unspecified)	-0.9%	.	i	3.7	5%	1.1	4	636	7%	11	3	13%
COc1cc(C(=O)Oc2ccccc2N)cc(OC)c1OC	12%	-2.4%	i	0.4	11%	1.1	-3	747	8%	6	-10	16%
COc1ccc2c(=O)c3c(=O)n(Cc4ccco4)c(-c4ccccc4)nc3oc2c1	-0.1%	-2.2%	i	1.1	4%	1.1	-1	738	0%	11	38	5%
Cc1cccc(C(=O)Nc2ccc(C)c(OC(=O)c3cccc(C)c3)c2)c1	.	-0.3%	.	.	4%	1.1	.	.	13%	28	1	20%
COc1c(O)cccc1-c1nnn(CCC(=O)OCC(=O)c2ccccc2)n1	3.5%	-0.5%	i	9.8	-1%	0.9	.	.	17%	-7	-8	10%
O=C(CSc1nnc(-c2ccccc2F)n1C1CCCCC1)N1CCCC1	0.0%	1.9%	i	0.3	4%	1.1	.	.	0%	1	-20	-2%
CC(=O)NCCCNS(=O)(=O)c1ccc(C)cc1	-0.2%	-0.3%	i	0.3	1%	1	-2	741	-2%	6	9	6%
CCc1ccccc1NC(=O)C(C#N)Cc1cccnc1 (stereo unspecified)	0.2%	-0.6%	i	1.1	-1%	1	3	755	11%	-11	8	0%
CCOC(=O)N1CCN(S(=O)(=O)c2ccc3c(c2)oc(=O)n3C)CC1	0.1%	-2.2%	i	2.6	3%	1.1	-6	705	5%	5	10	6%
Cc1cc([N+](=O)[O-])ccc1NC(=O)/C=C/c1cccs1	2.2%[50 µM]	-1.2%	i	1.2	7%	1.1	30	664	0%	10	0	11%
COC(=O)c1c(C(=O)OC)c2cc(C(=O)c3ccccc3)ccn2c1Cl	3.5%	0.0%	i	0.8	2%	1.1	-23	746	-8%	28	13	-15%
CC(=O)c1cnn(-c2ccc(Cl)cc2)c1C	0.5%	.	i	1.2	4%	.	-3	739	.	.	.	.
Cc1nn(Cc2ccccc2)c(C)c1NC(=O)CCCn1nc([N+](=O)[O-])cc1C	0.4%	0.0%	i	0.5	7%	1.1	2	674	6%	-4	-12	-2%
COc1ccccc1C(=O)Nc1ccc(C(=O)N2CCCC2)cc1	1.0%	4.9%	i	5.8	3%	1.1	6	757	7%	.	.	7%
CC(C)NC(=O)c1cc(-c2ccc(Br)cc2)on1	1.4%	-0.6%	i	4.5	1%	1.2	.	.	-9%	21	10	0%
Cc1ccc(Nc2cc(-n3nc(C)cc3C)ncn2)c(C)c1	1.8%	.	i	0.7	-27%	1.1	.	.	6%	25	26	0%
CCOC(=O)c1ccc(N2C(=O)C(CC(=O)NC)N(CCc3ccc(OC)c(OC)c3)C2=S)cc1 (stereo unspecified)	1.1%	-0.5%	i	0.9	-2%	1.2	-36	737	-2%	15	9	-2%
COc1ccc(C(=O)N2C(=O)c3ccc(N)cc3C2=O)cc1	0.3%	0.3%	i	0.3	3%	1	9	678	0%	-13	-13	-6%
COc1ccc(C/C(N)=N/OC(=O)c2cccs2)cc1	-0.3%	-9.3%	i	0.1	1%	1.2	-2	685	8%	-10	11	0%
CCC(CC)=NNC(=O)c1ccccc1OCc1ccc(F)cc1	0.6%[50 µM]	-1.6%	i	1.0	-1%	1	-4	647	2%	2	2	6%
Cc1ccc(S(=O)(=O)Oc2ccc(/C=C3/N=C(c4ccccc4)OC3=O)cc2)cc1	1.5%[50 µM]	-3.3%	i	0.5	5%	1	18	594	-7%	4	-3	-11%
Cc1nn2c(N3CCN(C)CC3)cc(C(C)(C)C)nc2c1-c1ccccc1	-1.6%	.	i	0.5	10%	.	16	624	.	.	.	.
COc1ccc(C2C(=O)N(C3CCCCC3)CC(=O)N2Cc2ccco2)cc1 (stereo unspecified)	0.0%	.	i	0.9	6%	1.1	-2	640	6%	-1	-13	12%
CC(=O)N1N=C(c2ccc(Cl)cc2)CC1c1ccco1 (stereo unspecified)	-1.5%	.	i	0.2	0%	.	0	703	.	.	.	.
CCc1ccccc1NC(=O)COc1ccc2c(c1)OCO2	0.0%	0.9%	i	1.2	1%	1	-5	654	16%	8	-3	8%
Cc1cc(C)n(C(=O)c2ccc(C)c(S(=O)(=O)N3CCCCC3)c2)n1	5.1%	-0.6%	i	0.7	6%	1	-6	766	-3%	6	-7	-6%
O=c1c2ccccc2nc2n1CC/C2=C/N1CCN(c2cccc(C(F)(F)F)c2)CC1	-0.8%	-1.9%	i	1.5	12%	1.1	.	.	-14%	14	2	-22%
